ARFGAP1 inhibitor: rat ARFGAP1 inhibition. Q62848. Arfgap1-stimulated ARF1 GTP hydrolysis, GDP FP detection. inhibition, % at 16.5 µM. hit rate 0.26% among 360,000. AID 651572;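 active = inhibition above a per-plate limit, mean inhibition of low control wells plus 3 SD, cut at about 25% in these data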;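 also: 0% = DMSO wells with enzyme and 100% = wells lacking Arfgap1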
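material = rat Arfgap1 catalytic domain, aa 1-136 | also added = human ARF1(Δ1-17)-GTP substrate | compound dosing = one concentration, 16.5 µM, DMSO 1.26% | times = GTP hydrolysis reaction 2 h at 25 °C | measured by = FP, GDP Alexa 633 tracer displaced from anti-GDP antibody, 620/688 nm | evaluation = percent inhibition of Arfgap1-stimulated GTP hydrolysis | replication = single well per compound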
DDE Tn6 FP inh: disrupts Tn6 cyclic peptide binding to fibrin D-Dimer-E complex | inhibition, % at 8.3 µM | Fibrin DD(E) TRITC-Tn6 fluorescence polarization displacement | hit rate 0.21% among 370,000;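 active = inhibition above a per-campaign cutoff: mean of compounds within control limits plus 3 SD, cut at about 15% in these data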;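 also: 0% = median of all compound wells on the plate and 100% = blocking peptide control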
Tn7 DDE FP: DD(E)-Tn7 binding inhibition, primary FP screen. P02675. inhibition, % at 8.3 µM. hit rate 0.13% among 370,000. FP displacement of FITC-Tn7 peptide from fibrin DD(E); 0% = median of compound wells per plate;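 active = inhibition above the mean of compounds falling within the control limits plus 3 SD of them, cut at about 14% in these data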;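 also: 0% = plate median of compound wells and 100% = 10 µM Aha-Tn7 peptide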
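Assay system: human fibrin DD(E). Input: DD(E) 2 µM final. Medium: Tris buffer with calcium and detergent, pH 7.8. Compound dosing: single point at 8.3 µM. Timing: 10 min plus 3 h, room temperature. Technique: fluorescence polarization of the labelled Tn7 tracer. Read-out: percent inhibition. Replicates: singlicate testing.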
ASAP1 GAP inh: blocks human ASAP1-stimulated Arf1 GTP hydrolysis | hit rate 0.19% among 360,000 | inhibition, % at 16.5 µM | GDP FP detection | Q9ULH1 | AID 624377; in the data active = inhibition above about 25%;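 also: 0% = vehicle with enzyme and substrate and 100% = no enzyme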
Target sequence (Q9ULH1 325-724 limits assumed): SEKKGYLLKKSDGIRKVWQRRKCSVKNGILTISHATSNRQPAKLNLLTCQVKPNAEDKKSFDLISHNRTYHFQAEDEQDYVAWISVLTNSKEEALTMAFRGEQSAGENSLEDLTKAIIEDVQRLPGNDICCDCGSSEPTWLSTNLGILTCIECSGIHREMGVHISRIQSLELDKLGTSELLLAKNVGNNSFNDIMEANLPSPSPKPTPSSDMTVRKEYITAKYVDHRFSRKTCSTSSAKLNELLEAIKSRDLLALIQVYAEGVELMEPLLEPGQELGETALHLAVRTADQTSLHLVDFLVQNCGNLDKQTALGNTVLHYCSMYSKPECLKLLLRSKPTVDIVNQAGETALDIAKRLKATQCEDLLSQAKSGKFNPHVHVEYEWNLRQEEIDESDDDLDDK
ADAM17 inh: inhibitors of human ADAM17. P78536. recombinant ADAM17, EDANS/DABCYL FRET peptide cleavage. inhibition, % at 6.95 µM. hit rate 0.83% among 370,000. AID 720648;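 active = inhibition above the mean of compounds lying between control limits plus 3 SD, set per campaign, cut at about 8.5% in these data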;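 also: 0% = DMSO-only wells as the low control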
UHRF1 MBD2 ctr: human UHRF1 methylated DNA binding inhibitors; AID 687016; inhibition, % at 4.4 µM; hit rate 0.75% among 370,000; Q96T88; UHRF1 binding to methylated oligo, TR-FRET; in the data active = inhibition above about 21%;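 also: UHRF1 SRA domain binding a hemimethylated CpG hairpin DNA probe; 0% = median of test compound wells and 100% = reference inhibitor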
PLCb3 inh: inhibitors of human phospholipase C beta3. Q01970. Purified PLC-beta3, fluorogenic substrate, fluorescence. inhibition, % at 12.2 µM. hit rate 0.18% among 370,000; in the data active = inhibition above about 11%;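 also: 0% = median of compound wells on plate and 100% = full blocker control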
PLC-gamma1 inh: PLC-gamma1 (human) inhibition, primary screen; hit rate 0.84% among 370,000; P19174; AID 720700; inhibition, % at 12.2 µM; purified PLC-gamma1, fluorogenic substrate, fluorescence; in the data active = inhibition above about 9.5%
MBD2 DNA inh: inhibitors of human MBD2 binding to methylated oligonucleotide. inhibition, % at 4.4 µM. Q9UBB5. hit rate 0.31% among 370,000. TR-FRET; in the data active = inhibition above about 13%
Target sequence (Q9UBB5 whole entry, looked up): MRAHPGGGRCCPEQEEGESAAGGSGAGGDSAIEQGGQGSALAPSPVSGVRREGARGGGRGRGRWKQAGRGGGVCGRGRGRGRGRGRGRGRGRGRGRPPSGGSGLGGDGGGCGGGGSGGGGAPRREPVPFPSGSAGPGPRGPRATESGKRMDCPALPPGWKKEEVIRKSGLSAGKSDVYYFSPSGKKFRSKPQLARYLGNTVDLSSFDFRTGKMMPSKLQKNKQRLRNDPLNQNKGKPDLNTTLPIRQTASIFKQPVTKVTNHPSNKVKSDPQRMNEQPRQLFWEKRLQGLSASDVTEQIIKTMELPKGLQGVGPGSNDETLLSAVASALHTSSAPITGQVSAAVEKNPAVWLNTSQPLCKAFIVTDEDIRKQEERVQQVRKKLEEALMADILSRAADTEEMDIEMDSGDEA
KLK7 zymogen act: activates the human kallikrein-7 zymogen; P49862; purified proKLK7, EDANS-DABCYL substrate fluorescence; 100% is mature enzyme control, 0% vehicle; activation, % at 7 µM; hit rate 0.9% among 370,000; AID 652039;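 active = activation above the mean of all tested compounds plus 3 SD, computed per campaign excluding outliers beyond control limits, cut at about 13% in these data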
Target sequence (P49862 whole entry, looked up): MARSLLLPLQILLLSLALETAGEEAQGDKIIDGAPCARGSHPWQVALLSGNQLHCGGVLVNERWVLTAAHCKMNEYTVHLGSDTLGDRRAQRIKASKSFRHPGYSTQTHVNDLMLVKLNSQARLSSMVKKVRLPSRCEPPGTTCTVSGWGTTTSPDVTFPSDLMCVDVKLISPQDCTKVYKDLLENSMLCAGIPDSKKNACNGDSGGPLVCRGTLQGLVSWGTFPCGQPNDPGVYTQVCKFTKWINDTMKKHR
Numbers without * were called inactive.

Screening CCCCn1c(CCNC(=O)c2ccco2)nc2ccccc21 returned ARFGAP1 inhibitor 4.2, DDE Tn6 FP inh -8.3, Tn7 DDE FP 4.9, ASAP1 GAP inh -13.7, ADAM17 inh -1.7, UHRF1 MBD2 ctr -0.8, PLCb3 inh -3.4, PLC-gamma1 inh 2.9, MBD2 DNA inh -4.7 and KLK7 zymogen act -0.6.
Screening O=C(NCc1ccc(C(F)(F)F)cc1)C1CC(c2ccccc2[N+](=O)[O-])=NO1 (stereo unspecified) returned ARFGAP1 inhibitor 8.3, DDE Tn6 FP inh -7.1, Tn7 DDE FP -3.9, ASAP1 GAP inh 11.2, ADAM17 inh 2.8, UHRF1 MBD2 ctr 5.9, PLCb3 inh -6.2, PLC-gamma1 inh -0.2, MBD2 DNA inh -0.1 and KLK7 zymogen act -0.6.
`CC(NCc1cccc(OCc2ccccc2)c1)C(O)c1ccccc1` (stereo unspecified) gave ARFGAP1 inhibitor 0.0, DDE Tn6 FP inh -2.9, Tn7 DDE FP 1.7, ASAP1 GAP inh 20.9, ADAM17 inh -1.6, UHRF1 MBD2 ctr -0.6, PLCb3 inh 1.6, PLC-gamma1 inh 1.5, MBD2 DNA inh 0.8 and KLK7 zymogen act -0.1.
Screening Cc1cc(NC(=O)COc2ccc(C(C)(C)C)cc2)no1 returned ARFGAP1 inhibitor -7.2, DDE Tn6 FP inh -8.4, Tn7 DDE FP -2.0, ASAP1 GAP inh 8.9, ADAM17 inh -0.6, UHRF1 MBD2 ctr -1.4, PLCb3 inh -3.2, PLC-gamma1 inh -0.3, MBD2 DNA inh -2.9 and KLK7 zymogen act 0.3.
Screening C[C@H](CO)N1C[C@H](C)[C@@H](CN(C)Cc2ccc(C(=O)O)cc2)Oc2c(NS(=O)(=O)c3cn(C)cn3)cccc2C1=O returned ARFGAP1 inhibitor -7.2, DDE Tn6 FP inh 2.6, Tn7 DDE FP -1.3, ASAP1 GAP inh -4.2, ADAM17 inh -4.1, UHRF1 MBD2 ctr 0.7, PLCb3 inh 0.2, PLC-gamma1 inh 2.7, MBD2 DNA inh -5.0 and KLK7 zymogen act 0.5.
O=S(=O)(NCc1ccccc1F)NCc1ccccc1F was read as ARFGAP1 inhibitor -1.1, DDE Tn6 FP inh 5.4, Tn7 DDE FP 0.6, ASAP1 GAP inh 1.9, ADAM17 inh 1.3, UHRF1 MBD2 ctr -3.2, PLCb3 inh 3.8, PLC-gamma1 inh 2.6, MBD2 DNA inh -0.5 and KLK7 zymogen act 0.2.
For O=C1N=C(N2C=CC(=C3C=CNC=C3)C=C2)/C(=C/N=NC(=O)c2ccccc2)S1 the results were ARFGAP1 inhibitor 6.2, DDE Tn6 FP inh -12.5, Tn7 DDE FP 4.4, ASAP1 GAP inh 8.3, ADAM17 inh 7.6, UHRF1 MBD2 ctr -18.7, PLCb3 inh 7.4, PLC-gamma1 inh 9.1, MBD2 DNA inh -23.6 and KLK7 zymogen act -0.6.
For COc1ccc(C(=O)Oc2ccc3c(c2)OCO3)cc1OC the results were ARFGAP1 inhibitor -2.3, DDE Tn6 FP inh 0.6, Tn7 DDE FP 2.9, ASAP1 GAP inh 9.6, ADAM17 inh 0.8, UHRF1 MBD2 ctr 5.1, PLCb3 inh 5.8, PLC-gamma1 inh 0.2, MBD2 DNA inh 4.9 and KLK7 zymogen act 0.0.
`O=C(O)c1ccccc1C(=O)N1CCN(Cc2ccc3c(c2)OCO3)CC1` gave ARFGAP1 inhibitor 1.1, DDE Tn6 FP inh 1.6, Tn7 DDE FP -3.5, ASAP1 GAP inh 0.6, ADAM17 inh 1.0, UHRF1 MBD2 ctr -1.1, PLCb3 inh -1.6, PLC-gamma1 inh 3.4, MBD2 DNA inh 5.5 and KLK7 zymogen act 0.6.
For CC(=O)NCCNC(=O)CNC(=O)c1ccc(Cl)cc1 the results were ARFGAP1 inhibitor 0.9, DDE Tn6 FP inh 0.6, Tn7 DDE FP 9.3, ASAP1 GAP inh 5.4, ADAM17 inh -3.1, UHRF1 MBD2 ctr -0.7, PLCb3 inh -3.9, PLC-gamma1 inh 0.1, MBD2 DNA inh 2.0 and KLK7 zymogen act 0.3.
`CCOC(=O)C1=C(CN2CCN(C(=O)c3ccco3)CC2)NC(=O)NC1c1ccc(C)cc1` (stereo unspecified) gave ARFGAP1 inhibitor -11.6, DDE Tn6 FP inh 0.0, Tn7 DDE FP 1.9, ASAP1 GAP inh -8.2, ADAM17 inh -0.5, UHRF1 MBD2 ctr -0.6, PLCb3 inh -13.7, PLC-gamma1 inh 2.6, MBD2 DNA inh -2.5 and KLK7 zymogen act -0.2.
Screening CCn1nc(NC(=O)c2ccncc2)c2cc3cc(C)ccc3nc21 returned ARFGAP1 inhibitor 7.0, DDE Tn6 FP inh -5.9, Tn7 DDE FP 1.9, ASAP1 GAP inh 15.5, ADAM17 inh -0.6, UHRF1 MBD2 ctr -1.0, PLCb3 inh -21.0, PLC-gamma1 inh -13.8, MBD2 DNA inh -2.7 and KLK7 zymogen act -2.2.
Screening O=C(COC(=O)C1=COCCO1)Nc1cccc(S(=O)(=O)N2CCOCC2)c1 returned ARFGAP1 inhibitor 15.8, DDE Tn6 FP inh -0.1, Tn7 DDE FP -1.3, ASAP1 GAP inh -7.0, ADAM17 inh 1.1, UHRF1 MBD2 ctr -0.1, PLCb3 inh -2.6, PLC-gamma1 inh 2.0, MBD2 DNA inh -3.5 and KLK7 zymogen act -0.2.
`O=C(O)c1ccc(NS(=O)(=O)c2cccc(C(=O)Nc3cccc(C(=O)O)c3)c2)cc1` gave ARFGAP1 inhibitor 2.5, DDE Tn6 FP inh -3.6, Tn7 DDE FP 0.2, ASAP1 GAP inh -2.8, ADAM17 inh -4.1, UHRF1 MBD2 ctr 2.7, PLCb3 inh -2.6, PLC-gamma1 inh 3.7, MBD2 DNA inh 5.2 and KLK7 zymogen act -0.9.
For Cc1sc(-n2c(C)cc(/C=C3\SC(=S)NC3=O)c2C)c(C#N)c1C the results were ARFGAP1 inhibitor 7.9, DDE Tn6 FP inh -7.4, Tn7 DDE FP -5.5, ASAP1 GAP inh 11.7, ADAM17 inh 1.2, UHRF1 MBD2 ctr -5.5, PLCb3 inh -38.6, PLC-gamma1 inh -8.1, MBD2 DNA inh -4.4 and KLK7 zymogen act -0.1.
`COc1cc(C2NC(=S)NC3=C2CCc2ccccc23)cc(OC)c1OC` (stereo unspecified) gave ARFGAP1 inhibitor -9.3, DDE Tn6 FP inh 8.3, Tn7 DDE FP 1.7, ASAP1 GAP inh -3.2, ADAM17 inh -0.1, UHRF1 MBD2 ctr 0.5, PLCb3 inh -0.9, PLC-gamma1 inh -3.5, MBD2 DNA inh -3.8 and KLK7 zymogen act 0.5.
CC(Cc1ccco1)NC(=O)c1cccc(S(=O)(=O)N(C)C)c1 (stereo unspecified) was read as ARFGAP1 inhibitor -8.1, DDE Tn6 FP inh -6.4, Tn7 DDE FP 4.6, ASAP1 GAP inh 2.6, ADAM17 inh -2.0, UHRF1 MBD2 ctr -0.5, PLCb3 inh -5.6, PLC-gamma1 inh 1.5, MBD2 DNA inh 1.9 and KLK7 zymogen act 0.1.
For CC(=O)OC1(C(C)=O)CCC2C3CC4OC45CC(O)CCC5(C)C3CCC21C (stereo unspecified) the results were ARFGAP1 inhibitor -12.4, DDE Tn6 FP inh 1.0, Tn7 DDE FP -0.9, ASAP1 GAP inh -15.8, ADAM17 inh 1.3, UHRF1 MBD2 ctr -0.8, PLCb3 inh 5.1, PLC-gamma1 inh 2.3, MBD2 DNA inh 1.3 and KLK7 zymogen act 0.2.
CC(NC(=O)COC(=O)C1CCN(c2ccc(C(F)(F)F)cn2)CC1)c1ccccc1 (stereo unspecified) was read as ARFGAP1 inhibitor 13.2, DDE Tn6 FP inh -0.8, Tn7 DDE FP 0.2, ASAP1 GAP inh 8.4, ADAM17 inh -3.7, UHRF1 MBD2 ctr -1.2, PLCb3 inh -9.1, PLC-gamma1 inh -4.1, MBD2 DNA inh 5.8 and KLK7 zymogen act 0.3.
For CC(=O)c1ccc(S(=O)(=O)N2CCN(CC(=O)NC(=O)NC3CCCCC3)CC2)cc1 the results were ARFGAP1 inhibitor 2.1, DDE Tn6 FP inh -3.2, Tn7 DDE FP 4.4, ASAP1 GAP inh 1.0, ADAM17 inh -1.2, UHRF1 MBD2 ctr -1.0, PLCb3 inh -6.0, PLC-gamma1 inh 2.5, MBD2 DNA inh -2.0 and KLK7 zymogen act 0.2.
COc1cc(/C=C2\SC(=S)N(CCCCC(=O)O)C2=O)ccc1OS(=O)(=O)c1ccc(C)cc1 was read as ARFGAP1 inhibitor 0.5, DDE Tn6 FP inh 2.5, Tn7 DDE FP 3.9, ASAP1 GAP inh 7.7, ADAM17 inh -1.1, UHRF1 MBD2 ctr -3.7, PLCb3 inh 0.6, PLC-gamma1 inh -3.8, MBD2 DNA inh 0.5 and KLK7 zymogen act 0.2.
For Cc1cccc(C)c1-n1nnnc1C1(C)CCC(=O)N1C1CCN(Cc2ccccc2)CC1 (stereo unspecified) the results were ARFGAP1 inhibitor 2.2, DDE Tn6 FP inh -6.7, Tn7 DDE FP 6.8, ASAP1 GAP inh 5.9, ADAM17 inh 0.7, UHRF1 MBD2 ctr -1.6, PLCb3 inh 3.2, PLC-gamma1 inh 5.2, MBD2 DNA inh -2.5 and KLK7 zymogen act 0.4.
For COC(=O)[C@]1(CC(C)C)N[C@H](c2ccc(-c3ccccc3)cc2)[C@@H]2C(=O)N(C)C(=O)[C@@H]21 the results were ARFGAP1 inhibitor -7.1, DDE Tn6 FP inh 9.9, Tn7 DDE FP 12.1, ASAP1 GAP inh 6.6, ADAM17 inh -1.4, UHRF1 MBD2 ctr 0.3, PLCb3 inh -0.4, PLC-gamma1 inh 2.6, MBD2 DNA inh 3.6 and KLK7 zymogen act 0.0.
Screening O=C(NNS(=O)(=O)c1ccccc1)c1cc2cc3ccccc3nc2s1 returned ARFGAP1 inhibitor 8.1, DDE Tn6 FP inh -7.4, Tn7 DDE FP 7.6, ASAP1 GAP inh 0.1, ADAM17 inh -17.5, UHRF1 MBD2 ctr -4.3, PLCb3 inh -29.4, PLC-gamma1 inh -23.6, MBD2 DNA inh 2.6 and KLK7 zymogen act 1.2.
`O=C(c1ccco1)N1CCN(C(=O)C2CC(c3ccc(F)cc3)=NO2)CC1` (stereo unspecified) gave ARFGAP1 inhibitor 4.2, DDE Tn6 FP inh 3.5, Tn7 DDE FP -3.4, ASAP1 GAP inh -4.9, ADAM17 inh 1.4, UHRF1 MBD2 ctr -0.7, PLCb3 inh 7.4, PLC-gamma1 inh 2.2, MBD2 DNA inh -5.5 and KLK7 zymogen act 0.1.

Assay outcomes deposited in PubChem BioAssay by The Scripps Research Institute Molecular Screening Center.
